GSIS activator = primary screen for activators of insulin secretion dependent on glucose, INS-1E cells, GLuc reporter luminescence; INS-1E GLuc reporter insulin secretion, 2-3 h; activation, % at 16.6 µM; 370,000 compounds, 0.61% hits;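 active means lowest replicate activation of at least 40%, so every replicate reaches that level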;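 further: 0% = median of neutral control wells and 100% = median of IBMX positive control wells; some compounds called inactive have numbers as strong as hits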
CFTR F508del cor = correctors of CFTR F508del function in bronchial epithelial cells; CFBE cells, YFP halide quenching; stimulated with forskolin plus potentiator P3; % fluorescence drop versus neutral controls; activity (quench increase), % at 7.58 µM; 350,000 compounds, 0.36% hits;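 active means mean added fluorescence quench of at least 8% versus neutral control, with both replicates also reaching 8%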;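 further: cells transiently co-express mutant CFTR-F508del with the halide-sensitive YFP; corrector assay measuring rescue of mutant channel to the surface after 24 h compound exposure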
PGC1a acetyl inh = PGC1a acetylation modulation, inhibitor mode; U2OS PGC1a acetylation, AlphaScreen anti-acetyl-lysine; with virally co-expressed GCN5 acetyltransferase; inhibition, % at 15.6 µM; 350,000 compounds, 0.17% hits; AID 651687;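 active means every replicate shows inhibition of at least 40%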;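 further: 0% = neutral control wells and 100% = positive control wells; some results beyond the cut were filed as inactive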
PglD inh = inhibitors of Campylobacter jejuni PglD acetyltransferase; AID 602405; inhibition, % at 12.5 µM; purified PglD enzyme, DTNB colorimetric CoA detection; 360,000 compounds, 0.098% hits; in the data active means inhibition above about 16%, passing the limit was not always enough; further: strong numbers were not always called active
miR-122 sensor = miR-122 inhibition in Huh7 cells | Huh7 miR-122 Renilla luciferase sensor, 48 h; neutral wells = 0, positive control = 100 | activation (reporter increase), % at 12.5 µM | 340,000 compounds, 0.3% hits;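 active means mean replicate activation score at least 90 and every replicate individually at or above 90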;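 further: higher luciferase means less miR-122 activity so hits act as miR-122 inhibitors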
Cneo AK release = causes C. neoformans cell lysis; lysis activity, % at 15 µM; adenylate kinase release luminescence, 4 h; normalised: neutral wells 0, clomiphene wells 100; 360,000 compounds, 0.2% hits;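 active means mean lysis activity across replicates of at least 80%, whatever share of replicates individually reach that level; inactive means mean lysis activity below 80%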
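Material: C. neoformans cells; Schedule: 4 h static compound exposure, 37 °C, read 1 h post-reagent; Measured by: adenylate kinase release luminescence; Read-out: signal increase indicating cell lysis; Controls: Clomiphene as positive lysis control.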
Statin myotox sup = protects C2C12 myotubes from simvastatin toxicity. AID 602340. ATP luminescence, 48 h; scaled: DMSO 0, geranylgeraniol control 100. rescue of ATP level, % at 7.49 µM. 330,000 compounds, 0.78% hits;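 active means mean ATP rescue above about 67%, or every replicate alone reaching that limit, limit read from the data, passing the limit was not always enough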;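 further: myotubes were challenged with 10 µM simvastatin during compound exposure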
FN deposition inh = fibronectin deposition inhibition; AH1F fibroblasts, Alexa488-fibronectin deposition fluorescence, overnight; inhibition, % at 12.6 µM; AID 743247; 350,000 compounds, 0.086% hits;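 active means mean inhibition across replicates of 30% or more, regardless of how many single replicates reach that level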;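 further: positive control wells lacked labelled fibronectin entirely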
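Material: AH1F fibroblasts assembling fluorescent fibronectin matrix; amount: 10000 AH1F cells/well; medium: DMEM, 2% serum; reagent: Alexa488-fibronectin, 24 nM final in well; dosing: single compound dose, delivered by pin transfer; incubation: 1 h adhesion, overnight exposure; detection: fluorescence after three HBSS washes, excitation 485 nm, emission 525 nm; measure: fibronectin deposition inhibition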
* hit, by the source's call; . = not tested or not shown; & = joins results of further samples; [ ] = another dose, or the depositor's remark.

SMILES	GSIS activator	CFTR F508del cor	PGC1a acetyl inh	PglD inh	miR-122 sensor	Cneo AK release	Statin myotox sup	FN deposition inh
CCOc1ccccc1Nc1nnc(SCC(=O)NC(Cc2c[nH]c3ccccc23)C(=O)O)s1 (stereo unspecified)	1	-1.4	-17	.	1	.	.	-22
Cn1ncc(Br)c1C(=O)Nc1cccc(C(F)(F)F)c1	17	2.7	-1	-1	4	1	-11	6
C[C@@H]1CN([C@@H](C)CO)C(=O)c2cc(NS(C)(=O)=O)ccc2O[C@@H](C)CCCCO[C@@H]1CN(C)C(=O)c1ccccc1	41	0.6	6	2	1[16.7 µM]	-2	6	.
O=C(NC1CCN(C(=S)NCc2ccco2)CC1)NC12CC3CC(CC(C3)C1)C2	.	.	-7	-7	-3	3	12	.
Cc1cc(C(=O)O)cc(S(=O)(=O)NNC(=O)c2cccs2)c1C	3	0.3	.	7	3	0	5	-2
COc1ccc(-c2n[nH]c(C)c2-c2cnn(-c3ccccc3)c2)c(O)c1C	.	.	4	.	-5	2	4	14
Cn1cnc(S(=O)(=O)N2CC[C@@H]3[C@H](CO)Nc4ccc(C#Cc5cccc(F)c5)cc4[C@@H]32)c1	1	0.6	-15	2	-4[16.7 µM]	-17	-23	-23
CCS(=O)(=O)c1ccc(O)c(NC(=O)/C=C/c2ccccc2)c1	-15	-1.3	.	.	-19	.	.	4
CCOc1ccc(/C=N/NC(=O)C2CC2)c(OCC)c1	7	-1.8	.	1	-11	2	0	-1
CS(=O)(=O)N1CCN(c2ccccc2NC(=O)Cc2ccc(Cl)cc2)CC1	.	.	-6	-9	-5	1	-4	.
CC(C)(C)c1ccc(CC(=O)N2CCC2(C)C(=O)NS(=O)(=O)Cc2ccccc2)cc1 (stereo unspecified)	-11	-2.3	.	-2	.	-7	-2	-6
CCCNC[C@@H]1[C@@H](c2ccc(C3=CCCCC3)cc2)[C@@H](CO)N1C(=O)C1CCC1	-10	1.2	-23	.	.	.	.	-12
COc1ccc(Cc2nnc(SCc3c(C)noc3C)n2C2CCCCC2)cc1OC	.	.	-1	0	14	3	3	4
O=C(Nc1ccsc1C(=O)O)c1cccc(Oc2ccccc2)c1	-15	-2.5	.	4	.	-6	0	-2
CC1CCN(c2ncccc2C(=O)O)CC1	12	3.4	-5	-4	-1	-2	10	.
Cc1ccccc1/C=N/n1c(COc2ccccc2)n[nH]c1=S	-22	0.3	0	3	-6	1	13	-1
CCn1cc(C(=O)OC)c(=O)c2ccc(C)nc21	10	1.0	.	0	-6	0	6	.
CC(C)NC(=O)N(C)C[C@H]1Oc2ccc(NC(=O)Nc3ccc4c(c3)OCO4)cc2CC(=O)N([C@H](C)CO)C[C@H]1C	4	-1.9	10	-3	-2[16.7 µM]	-4	-10	-2
O=C(Cn1cc([N+](=O)[O-])ccc1=O)NCC(=O)Nc1ccc(F)c(F)c1F	-5	1.2	7	-3	5	-3	-8	3
Fc1ccc(CSc2ccc(-c3cccs3)nn2)cc1	1	-1.4	.	0	5	1	-9	-2
C[C@H]1CN([C@@H](C)CO)C(=O)Cc2cc(NC(=O)CCC(F)(F)F)ccc2O[C@H]1CN(C)Cc1ccc(Cl)c(Cl)c1	-41	1.4	-4	2	-7[16.7 µM]	2	5	.
C[C@H]1CN([C@@H](C)CO)C(=O)c2cccc(NS(C)(=O)=O)c2O[C@H]1CN(C)Cc1ccc(C(=O)Nc2ccccc2N)cc1	4	1.0	-2	3	5[16.7 µM]	-4	.	.
CO[C@H]1CN(C)C(=O)c2ccc(NS(C)(=O)=O)cc2OC[C@@H](C)N(CC2CCOCC2)C[C@@H]1C	16	-6.5	19	-40	5[16.7 µM]	-1	8	1
Cc1ccc(S(=O)(=O)N[C@@H]2C=C[C@@H](CC(=O)NCc3ccccc3F)O[C@H]2CO)cc1	9	-2.3	0	1	13[16.7 µM]	-9	-5	.
CC1(NC(=O)NCCCCCCNC(=O)NC2(C)CCS(=O)(=O)C2)CCS(=O)(=O)C1 (stereo unspecified)	7	0.8	-7	2	-26	-1	2	-4

Remaining list, next part
SMILES	GSIS activator	CFTR F508del cor	PGC1a acetyl inh	PglD inh	miR-122 sensor	Cneo AK release	Statin myotox sup	FN deposition inh
CO[C@@H]1CN(C)C(=O)c2cc(NC(=O)NC3CCCCC3)ccc2OC[C@@H](C)NC[C@H]1C	9	-1.5	.	3	-6[16.7 µM]	0	-7	2
CC(C)NC(=O)N[C@H]1CC[C@@H](CC(=O)NC2Cc3ccccc3C2)O[C@@H]1CO	3	2.1	0	3	0[16.7 µM]	-2	4	9
C[C@H]1CCCCO[C@H](CN(C)CC2CC2)[C@@H](C)CN([C@@H](C)CO)C(=O)c2cc(NS(C)(=O)=O)ccc2O1	21	0.2	5	32	3[16.7 µM]	6	.	-11
CCOc1ccc(CONS(=O)(=O)c2ccc(NC(C)=O)cc2)cc1Cl	-9	-1.9	-1	.	7	.	10	.
N/C(=N\OC(=O)c1ccco1)c1ccc(Br)cc1	.	.	0	5	-7	-1	-9	.
COCC#Cc1cnc2c(c1)C(=O)N([C@H](C)CO)C[C@H](C)[C@H](CN(C)C(=O)NC1CCCC1)O2	28	0.2	-4	-2	3[16.7 µM]	1	5	-3
CCCc1ccc2oc(C(=O)N(Cc3ccncc3)CC3CCCO3)c(C)c2c1 (stereo unspecified)	-7	-1.7	.	5	4	-1	-1	4
CCN(Cc1ccncc1)C(=O)c1cc(COc2c(C)cccc2C)on1	22	-0.9	.	3	-1	15	-8	8
O=C(NCCc1ccc(C(F)(F)F)cc1)c1ccc2c(c1)OCO2	-4	-3.2	-7	-3	0	-2	14	-9
CC(C)c1ccc(NC(=O)C(c2ccccc2)N2CCOCC2)cc1 (stereo unspecified)	-8	-2.6	10	1	0	-10	-12	8
CCOC(=O)c1c(NC(=O)c2ccoc2C)sc(C)c1C	.	.	9	0	-1	5	.	-4
CC(C)NC(=O)N(C)C[C@H]1Oc2ccc(NS(=O)(=O)c3ccccc3)cc2C(=O)N([C@@H](C)CO)C[C@@H]1C	16	-3.4	10	6	0[16.7 µM]	57	-10	-10
CN(CC(=O)Nc1cccc(C(F)(F)F)c1)C1=NS(=O)(=O)c2ccccc21	.	.	.	-1	-2	2	-5	4
Cc1nc2nc(C)c(C)nc2nc1C	7	-2.7	-9	3	-8	2	1	-3
COC(=O)c1ccc(CN2CCN(CCCc3ccccc3)C(CCO)C2)cc1 (stereo unspecified)	-12	2.5	.	-4	-1	2	12	6
COc1ccc(CCN2CC(C(=O)NCc3c(C)n[nH]c3C)CCC2=O)cc1 (stereo unspecified)	2	0.1	2	-3	.	3	.	2
O=C(C[C@H]1CC[C@H](NC(=O)c2ccccc2)[C@H](CO)O1)NCCc1ccncc1	4	-3.2	1	-2	.	0	4	0
COc1ccc(NS(=O)(=O)c2cc(NC(=O)CCc3ccccc3)ccc2N2CCOCC2)cc1	-34	-5.5	.	-5	.	0	-5	7
CN(C)C(=O)c1ccc(-c2ccc(C3[C@@H]4CN(C(=O)c5ccccn5)C[C@H]3N4)cc2)cc1 (stereo partly specified)	6	1.8	-1	.	.	.	.	-2
Cc1cc(C(=O)N(CCC#N)Cc2cccs2)no1	11	-0.4	11	.	.	.	.	0
COc1ccc(-n2nc(C(=O)NCC(=O)N3CCN(c4ccccn4)CC3)c3ccccc3c2=O)cc1	.	.	.	4	2	1	.	7
O=C(NCC(=O)N(Cc1ccccc1)C(C(=O)NC1CCCC1)c1ccncc1)c1ccco1 (stereo unspecified)	.	.	15	2	3	1	22	.
Cc1onc(-c2ccc(Cl)cc2)c1-c1ccnn1S(=O)(=O)c1cccc(C(F)(F)F)c1	0	0.0	-14	4	-2	2	.	-2
CCOc1ccc(S(=O)(=O)N(CC(=O)NCc2cccnc2)c2ccc(F)cc2)cc1	39	0.8	.	-11	0	2	4	8
CCCCc1ccc(NC(=O)CSc2nc(=O)n(CCN(CC)CC)c3c2CCC3)cc1	-20	2.4	-1	-2	-10	.	4	-10

The listing continues.
SMILES	GSIS activator	CFTR F508del cor	PGC1a acetyl inh	PglD inh	miR-122 sensor	Cneo AK release	Statin myotox sup	FN deposition inh
CCOc1ccc(/C=C(\C#N)C(=O)Nc2cccnc2)cc1	-12	.	-7	2	-2	.	.	3
COc1cccc(CN(C)C(=O)c2ccccc2Sc2ccccc2C#N)c1OC	-35	-0.8	.	1	.	0	.	-1
CN(C)c1ccc(N=Cc2cccn2C)cc1	-9	-2.6	.	4	0	-3	-83	5
COCCOC(=O)C1=C(C)NC(=O)N(C(C)=O)C1c1ccc(Cl)cc1 (stereo unspecified)	56*	.	-5	-3	.	1	33	-7
O=S(=O)(Nc1ccc(N2CCCCC2)cc1)c1ccc(F)c(F)c1	-41	.	.	.	-2	.	23	1
CN1c2ccc(-c3ccccc3)cc2[C@@H]2[C@@H](CCN2C(=O)Cc2ccccc2)[C@@H]1CO	-9	-0.8	-31	-1	-3[16.7 µM]	0	39	-8
C[C@]12CC[C@@H]3c4ccc(O)cc4C(=O)C[C@H]3[C@@H]1CC[C@@H]2O	.	-4.7	1	7&0	-6	-4&2	2	-1
COc1cc(NC(=O)CSc2ccc(-c3cccnc3)nn2)cc(OC)c1	23	0.2	.	-1	-8	1	5	13
COC(=O)C1(Cc2ccc3c(c2)CCC3)Cc2ccc3c(c2C1=O)CCC3 (stereo unspecified)	5	-0.4	38	.	1	.	.	5
COc1ccc(S(=O)(=O)N2CCN(Cc3ccccc3)CC2)c(C)c1	4	6.3	3	-5	-5	-3	-6	2
CCOC(=O)/C(=N\Nc1ccc(Br)cc1)N1CC(C)OC(C)C1 (stereo unspecified)	.	.	-9	1	14	16	.	.
CO[C@@H]1CN(C)C(=O)c2cc(NS(C)(=O)=O)ccc2OC[C@@H](C)N(Cc2cncnc2)C[C@@H]1C	6	-2.6	0	2	.	-1	-5	-17
CC(C)c1ccc(C2CC(=O)N3CN(Cc4ccco4)CSC3=C2C#N)cc1 (stereo unspecified)	.	.	.	-4	-24	-2	19	-11
COc1ccc(C2N(c3cccc(Cl)c3)C(=O)C3CCCN32)cc1 (stereo unspecified)	-5	2.4	.	-1	-2	3	3	2
CN1C[C@@H]2[C@H](c3ccccc31)[C@H](CO)N2Cc1ccccc1F	22	-4.7	7	-1	5[16.7 µM]	-6	36	.
CN(C(=O)c1ccc(OC2CCN(CCc3ccccc3)CC2)cc1)C1CCOCC1	8	0.6	12	.	-8	.	2	5
O=C(c1nc2ccc(Cl)cn2c1CN1CCCC(CO)C1)N1CCc2ccccc2C1 (stereo unspecified)	-6	0.0	0	1	7	0	-27	.

Some of the entries so far, with values under each structure.
Every second line gives: GSIS activator, CFTR F508del cor, PGC1a acetyl inh, PglD inh, miR-122 sensor, Cneo AK release, Statin myotox sup, FN deposition inh
- CN(C(=O)c1ccc(OC2CCN(CCc3ccccc3)CC2)cc1)C1CCOCC1
 : 8, 0.6, 12, ., -8, ., 2, 5
- CN1C[C@@H]2[C@H](c3ccccc31)[C@H](CO)N2Cc1ccccc1F
 : 22, -4.7, 7, -1, 5[16.7 µM], -6, 36, .
- CCOc1ccc(/C=C(\C#N)C(=O)Nc2cccnc2)cc1
 : -12, ., -7, 2, -2, ., ., 3
- COc1ccc(C2N(c3cccc(Cl)c3)C(=O)C3CCCN32)cc1 (stereo unspecified)
 : -5, 2.4, ., -1, -2, 3, 3, 2
- COc1ccc(S(=O)(=O)N2CCN(Cc3ccccc3)CC2)c(C)c1
 : 4, 6.3, 3, -5, -5, -3, -6, 2
- CCOC(=O)/C(=N\Nc1ccc(Br)cc1)N1CC(C)OC(C)C1 (stereo unspecified)
 : ., ., -9, 1, 14, 16, ., .
- O=C(c1nc2ccc(Cl)cn2c1CN1CCCC(CO)C1)N1CCc2ccccc2C1 (stereo unspecified)
 : -6, 0.0, 0, 1, 7, 0, -27, .
